Compound activity: PubChem BioAssay, several laboratories
GLD-1 RNA inh – GLD-1-TGE RNA interaction inhibition (C. elegans). Q17339. purified GLD-1 + fluorescein TGE RNA, fluorescence polarization. inhibition, % at 5.96 µM. 0.44% of 320,000 active. AID 2280;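 active means percent inhibition above a per-plate cutoff, the plate mean of test compounds plus 3 SD, cut at about 30% in these data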;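 further: 0% = DMSO wells with GLD-1 and probe and 100% = wells lacking GLD-1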
Fam108B inh – blocks mouse Fam108B hydrolase in RBBP9 counter-screen; recombinant Fam108B, FP-Rh probe fluorescence polarization; inhibition, % at 9.51 µM; 0.33% of 300,000 active;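 active means inhibition above the screen mean inhibition plus 3 SD, computed separately per campaign, cut at about 18% in these data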;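 further: inhibitors lower polarization as less probe binds the enzyme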
MCL1 BIM primary – disrupts human MCL1 binding to BIM-BH3 peptide | Q07820 | GST-MCL1 / FITC-Bim-BH3 fluorescence polarization | inhibition, % at 10.9 µM | 0.68% of 320,000 active | AID 2057;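 active means inhibition above the mean inhibition of all tested compounds plus 3 SD, set per campaign, cut at about 40% in these data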;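 further: 0% = DMSO wells and 100% = unlabeled Bim-BH3 peptide control; higher means more loss of mP so more displacement of Bim peptide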
Target sequence (Q07820 whole entry, looked up): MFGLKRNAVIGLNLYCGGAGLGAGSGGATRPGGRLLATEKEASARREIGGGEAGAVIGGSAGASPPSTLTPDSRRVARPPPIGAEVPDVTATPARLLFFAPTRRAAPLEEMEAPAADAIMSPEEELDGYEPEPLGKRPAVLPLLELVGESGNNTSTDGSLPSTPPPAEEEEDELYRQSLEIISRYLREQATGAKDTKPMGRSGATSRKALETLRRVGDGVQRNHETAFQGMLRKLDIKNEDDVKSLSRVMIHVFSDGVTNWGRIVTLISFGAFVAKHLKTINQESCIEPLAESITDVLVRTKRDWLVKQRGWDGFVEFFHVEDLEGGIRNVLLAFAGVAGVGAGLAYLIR
PME-1 primary – blocks human protein phosphatase methylesterase 1; recombinant PME-1, FP-Rh probe fluorescence polarization; inhibition, % at 5.9 µM; Q9Y570; 0.53% of 320,000 active; AID 2130;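 active means inhibition above the campaign mean of all compounds plus 3 SD, cut at about 26% in these data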;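 further: competitive labeling of PME-1 active site by serine hydrolase directed probe; 0% = PME-1 with DMSO and 100% = wells lacking PME-1 enzyme; inhibitors block probe labeling so polarization falls and inhibition rises; many of its hits are not listed in these tables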
MEX-5 binding – C. elegans MEX-5 TCR-2 RNA binding activity; 0.38% of 300,000 active; MEX-5/FITC-TCR2 RNA binding, fluorescence polarization; stronger effect = lower value; activity score (negative = inhibition of binding), % at 10 µM; Q9XUB2; AID 1832;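 active means inhibition past about -25% in most replicates, and total fluorescence under double the plate's negative control median, limit read from the data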;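 further: 0% = DMSO and -100% = 5 µM competing unlabeled TCR2 RNA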
PAFAH1B2 inh – inhibitors of human PAFAH1B2; P68402; recombinant PAFAH1B2, FP-rhodamine activity probe, fluorescence polarization; inhibition, % at 3.39 µM; 1.2% of 340,000 active; AID 492953;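 active means inhibition above the mean of all tested compounds plus 3 SD, cut at about 24% in these data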;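 further: 0% = enzyme with DMSO and 100% = wells lacking PAFAH1B2; many of its hits are not listed in these tables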
Target sequence (P68402 whole entry, looked up): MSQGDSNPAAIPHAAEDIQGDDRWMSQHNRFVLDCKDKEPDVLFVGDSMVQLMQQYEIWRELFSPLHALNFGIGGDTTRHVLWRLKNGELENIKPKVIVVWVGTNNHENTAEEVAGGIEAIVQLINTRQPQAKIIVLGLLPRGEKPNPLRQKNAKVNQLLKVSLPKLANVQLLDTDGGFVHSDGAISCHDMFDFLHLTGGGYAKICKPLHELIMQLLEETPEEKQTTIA
pPAFAH inh – pPAFAH (human) enzyme inhibition; recombinant pPAFAH, FP-rhodamine probe fluorescence polarization; inhibition, % at 3.39 µM; 1.5% of 330,000 active;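 active means inhibition above the mean inhibition across the screen plus 3 SD, cut at about 25% in these data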;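 further: inhibitors block binding of the rhodamine activity-based probe so polarization drops; 0% = enzyme with DMSO and 100% = wells lacking pPAFAH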
AHR act – activates the human aryl hydrocarbon receptor; P35869; AHR-responsive luciferase reporter cells, luminescence; activation, % at 5 µM; 2.5% of 320,000 active; AID 2796; in the data active means activation above about 47%;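 further: 0% = vehicle wells and 100% = reference agonist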
Bcl-xL primary – blocks human Bcl-xL binding to Bim BH3 peptide; Q07817; GST-Bcl-xL / FITC-Bim BH3 peptide fluorescence polarization; inhibition, % at 10.9 µM; 0.7% of 320,000 active; AID 2129;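 active means inhibition above the mean of all tested compounds plus 3 SD, cutoff set per campaign, cut at about 30% in these data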;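 further: 0% = DMSO wells and 100% = unlabeled Bim-BH3 peptide competitor; inhibitors lower millipolarization by displacing the labeled peptide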
Target sequence (Q07817 whole entry, looked up): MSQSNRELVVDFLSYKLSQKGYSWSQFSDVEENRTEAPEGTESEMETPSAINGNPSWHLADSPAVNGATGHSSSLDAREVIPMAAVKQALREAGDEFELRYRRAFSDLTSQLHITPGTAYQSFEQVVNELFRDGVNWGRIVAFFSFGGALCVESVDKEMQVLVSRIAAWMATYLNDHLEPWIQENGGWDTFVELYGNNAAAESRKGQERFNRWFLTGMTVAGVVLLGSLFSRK
* = called active by the depositor; / = no result given. This is a subset; rates above refer to the full screens.

SMILES	GLD-1 RNA inh	Fam108B inh	MCL1 BIM primary	PME-1 primary	MEX-5 binding	PAFAH1B2 inh	pPAFAH inh	AHR act	Bcl-xL primary
COC(=O)c1[nH]c2c(c1C)C(=O)CC(c1ccc(OC)c(OC)c1)C2 (stereo unspecified)	-5.0	5.4	2.9	2.1	1.1	6.2	-1.7	2.5	1.1
COc1ccc(C(=O)OCC(=O)Nc2sccc2C(N)=O)cc1OC	-2.0	0.5	6.3	-4.5	-0.9	9.0	2.9	1.7	4.8
CCSc1nc(=S)n(CC)c(C)c1C(C)=O	4.5	-0.8	7.5	1.4	0.9	-0.3	2.3	1.5	3.0
CCCCCOC(=O)C1=C(C)N(C)C(=O)NC1c1cc(Br)c(O)c(OC)c1 (stereo unspecified)	1.3	0.5	31.6	-3.2	-3.6	9.3	4.9	-0.2	1.3
CCOC1(c2ccccc2)CC1C(=O)N/N=C/c1cccc([N+](=O)[O-])c1 (stereo unspecified)	-0.7	2.1	-5.0	3.4	2.4	6.3	5.0	5.5	-3.8
Cc1cc(-n2c(C)cc(C(=O)CSc3nnc4sc5ccccc5n34)c2C)no1	3.7	2.6	-3.9	-5.9	2.1	0.1	2.4	0.0	4.0
CCn1nnc(NC(=O)Cc2ccc(Cl)cc2)n1	-0.7	1.6	4.7	3.2	-0.1	19.3	7.2	-0.7	4.8
CN1C(=O)SC(Nc2ccccc2C(=O)O)C1=O (stereo unspecified)	-4.4	-2.3	7.1	-0.3	-5.2	-0.8	3.7	-0.9	2.2
COC(=O)c1c(NC(C)=O)sc(Cc2ccccc2)c1C	0.5	-2.8	2.1	5.8	-0.4	3.9	7.3	-0.1	1.6
O=C(Nc1nc2ccc([N+](=O)[O-])cc2s1)c1ccc(S(=O)(=O)N2CCCc3ccccc32)cc1	1.8	-3.4	-1.5	-8.0	-0.2	-0.8	-2.7	2.2	0.3
COc1ccc(S(=O)(=O)N2CCCCC2)cc1NC(=O)c1ccco1	-0.9	5.2	-0.4	-2.0	-0.5	10.2	-1.8	1.4	3.0
O=C(Nc1ccc(Br)cc1)c1ccc(N2C(=O)C3CC=CCC3C2=O)cc1 (stereo unspecified)	3.4	-10.1	7.4	-13.2	-0.8	-0.2	4.6	9.7	2.9
C/C(N)=C(/C#N)C(=O)CSc1nc2scc(-c3ccc(F)cc3)c2c(=O)n1C	3.2	-6.9	2.9	-4.4	-4.6	-1.1	4.7	6.3	-3.1
CSc1ncc(CN2CCCC(C(=O)Nc3ccc(-c4ccco4)cc3)C2)cn1 (stereo unspecified)	-6.4	-11.0	6.6	-5.5	-3.9	-8.3	12.7	1.6	-4.0
COc1ccc2oc(C(=O)NN3C(C)CCCC3C)c(C)c2c1 (stereo unspecified)	-2.6	0.7	8.1	8.5	-3.0	1.8	4.1	4.0	5.0
S=c1[nH]nc(COc2ccccc2)n1-c1ccccc1	4.5	3.9	-15.5	-0.9	-0.1	5.0	0.0	-2.1	-17.4
O=C(c1ccc2c3c(cccc13)CC2)C1CCCN(C(=O)c2ccc(=O)[nH]c2)C1 (stereo unspecified)	4.4	0.3	2.7	-4.5	-0.3	1.9	5.4	6.7	6.8
CC(=O)c1ccc(N2CCN(C(=S)NCc3ccco3)CC2)cc1	1.2	0.6	9.1	-2.8	-0.8	-2.6	10.3	0.3	3.0
COc1ccc(NS(=O)(=O)c2ccc3c(c2)N(C(C)=O)CCO3)cc1	-1.2	-0.1	5.9	-2.4	1.3	3.6	14.2	2.1	3.6
Cc1cc(C(F)(F)F)nc(SCC(=O)Nc2cc(C)on2)n1	0.6	-1.1	-2.4	4.2	2.8	5.3	0.1	-1.7	-3.0
CC1CCN(C(C(=O)NC2CCCCC2)c2cc3c(cc2[N+](=O)[O-])OCO3)CC1 (stereo unspecified)	2.7	-0.3	2.9	5.8	-0.6	2.6	3.0	1.6	4.3
Cc1cc(Cl)nc(Cl)c1C(=O)N1CCOCC1	-5.0	-3.9	0.4	1.7	0.2	-1.4	4.5	3.1	-1.0
O=C(CSc1ncn[nH]1)Nc1ccc(Cl)c(Cl)c1	-1.6	-5.4	8.0	-0.9	1.5	6.7	-3.2	-0.2	5.3
COc1cc(C(=O)NC(C)CCc2ccccc2)cc(OC)c1OC (stereo unspecified)	4.7	0.3	-2.9	5.0	1.6	-0.9	-0.4	-0.2	-1.3
CCN(C(=O)COc1ccc(C)nc1[N+](=O)[O-])C1CCS(=O)(=O)C1 (stereo unspecified)	4.9	2.0	-7.2	-2.0	-0.8	2.7	-1.7	2.2	3.8
CC(Oc1ccc2ccc(=O)oc2c1)C(=O)NC(Cc1c[nH]c2ccc(O)cc12)C(=O)O (stereo unspecified)	-6.7	0.6	4.8	-0.1	-6.2	5.6	3.3	0.5	7.5
Cc1cc(Oc2ccccc2)nc(-c2ccccc2)n1	4.1	-3.8	5.7	-1.6	0.2	-1.0	-0.7	0.1	4.2
NS(=O)(=O)c1ccc(NCc2ccccc2OCc2ccccc2F)cc1	7.8	-4.1	-6.2	5.2	0.8	5.3	11.4	7.0	-1.6
CCOc1cc(S(=O)(=O)N2CCN=C2Cc2ccccc2)ccc1F	0.0	-2.0	-4.3	2.0	-0.4	1.7	0.3	0.9	-1.2
Cc1ccccc1C(=O)N1CCN(c2ccc([N+](=O)[O-])c(NCc3cccnc3)c2)CC1	1.4	1.9	9.6	5.8	0.0	3.4	0.7	6.3	2.8
O=C(COc1coc(CN2CCN(c3ccccc3F)CC2)cc1=O)NC1CCCCC1	2.1	-1.6	0.9	1.2	-0.4	4.8	0.3	-1.0	3.2
CC(NC(=O)CNC(=O)c1cccs1)c1cccc(C(F)(F)F)c1 (stereo unspecified)	9.8	/	/	/	/	5.8	1.3	-2.3	/
COC(=O)c1ccc(NC(=O)c2ccccc2CC[N+](=O)[O-])cc1	0.4	-0.3	-5.9	-1.5	-0.2	2.8	2.3	1.1	-6.2
CCCCOc1ccc(/C=C/C(=O)OCC(=O)NC2CCS(=O)(=O)C2)cc1OCC (stereo unspecified)	10.5	-1.4	-4.4	-4.0	0.6	3.9	-0.9	-0.3	2.3
O=[N+]([O-])c1cccc(C(=S)N2CCCC2)c1	-2.9	1.0	3.2	-10.9	0.5	2.9	2.4	0.1	-0.6
Cc1ccc(S(=O)(=O)Nc2cc(C)cn(Cc3ccccc3)c2=O)cc1	7.3	-5.7	0.6	9.2	-6.8	6.2	0.1	0.6	0.1
Cc1c(C(=O)N(C)Cc2nc3ccccc3c(=O)[nH]2)oc2ccccc12	4.3	/	/	/	/	1.9	-1.5	14.6	/
O=C(NNC1CC(=O)N(c2ccc(Br)cc2)C1=O)c1ccccn1 (stereo unspecified)	5.1	0.7	2.9	2.1	1.1	7.4	17.6	6.2	0.4
COC(=O)c1c(C(=O)OC)c(-c2ccccc2)n2c1CS(=O)(=O)C2	-7.8	-1.1	0.5	3.5	0.8	-1.5	1.0	0.8	4.7
CCCOC(=O)C(=O)NNc1ccccc1	-4.5	2.3	8.0	-2.9	-0.2	2.4	-1.7	-0.8	1.4
CC(C)C(OC(=O)CN1C(=O)COc2ccccc21)C(=O)NC1CCCCC1 (stereo unspecified)	5.6	-1.5	7.2	-5.1	-1.0	5.3	-1.4	0.5	4.1
CSCCC(NS(=O)(=O)c1ccccc1F)C(=O)NC(C)c1ccccc1 (stereo unspecified)	3.6	-0.9	7.2	1.4	0.9	0.0	7.7	-0.3	9.8
COc1cccc(NS(=O)(=O)c2ccc(OC)c(OC)c2)c1	5.7	3.4	2.7	-0.3	2.3	-0.3	3.0	-2.3	4.3
Cc1c(NC(=O)c2cnn3c(C(F)(F)F)cc(-c4ccco4)nc23)c(=O)n(-c2ccccc2)n1C	3.6	6.2	-5.0	2.4	-1.0	3.1	-0.7	0.9	0.6
COc1cccc(OC)c1C(=O)Nc1cccc(-c2ccc3nncn3n2)c1	2.0	-2.5	5.8	-4.4	-1.4	4.4	-0.2	-0.9	6.4
Cc1sc2ncnc(NS(=O)(=O)c3ccc(Cl)cc3)c2c1C	-4.5	/	/	/	/	3.7	3.0	2.7	/
Cc1cc(NC(=O)CSc2nnc(C3CC3)n2N)no1	0.2	1.8	0.6	-1.5	0.2	-2.3	0.4	-1.4	4.7
COc1ccccc1/C=N/Nc1nc(C)cc(C)n1	2.7	-2.5	2.4	2.0	-1.9	3.9	2.8	26.2	0.1
c1ccc2cc(-c3csnn3)ccc2c1	-2.6	1.6	7.0	3.9	1.3	-4.6	0.6	-0.3	5.4
CC(=O)Nc1ccc(NC(=O)CN(C)S(=O)(=O)c2ccc3ccccc3c2)cc1	1.0	1.3	-1.4	5.7	-1.0	-3.0	4.5	3.9	-3.9
CC1(C)O[C@@H]2[C@H](O1)[C@@H](CO)O[C@H]2n1cnc2c(=O)[nH]cnc21	3.6	/	-5.6	1.5	/	2.6	-0.8	1.5	-6.4
COc1cc(NS(=O)(=O)c2cc3c(cc2C)NC(=O)CO3)cc(OC)c1	3.3	-2.5	-0.2	2.6	1.7	3.3	5.5	12.2	2.5
Cc1ccc([N+](=O)[O-])cc1NC(=S)NC(=O)c1cccnc1	-2.6	-2.1	4.3	1.2	1.4	5.2	6.8	10.9	6.1
CCOc1ccc(CC(=O)N/N=C/c2cccnc2)cc1OCC	-8.6	-0.7	1.6	5.0	-2.6	-5.1	4.3	3.2	3.8
CC1CN(C(=O)CS(=O)(=O)Cc2ccccc2)CC(C)O1 (stereo unspecified)	8.9	0.4	1.6	-6.0	0.7	2.1	-4.8	0.5	0.1
CCN(CC)CCn1c(=N)n(CC(O)COc2cccc(C)c2)c2ccccc21 (stereo unspecified)	8.2	-7.3	3.2	-1.2	2.0	/	-1.9	0.3	0.1
COC(=O)c1ccc2c(c1)sc(=NC(=O)CCS(=O)(=O)c1ccccc1)n2C	2.5	-4.2	-0.3	-5.3	-0.4	-4.2	-0.1	0.7	0.6
Cc1cc(C)n(CC(=O)Nc2ccc([N+](=O)[O-])cc2)n1	-5.2	-1.1	1.4	-8.1	-0.8	3.8	0.3	-0.2	3.2
O=C(CCCCCN1C(=O)c2cccc([N+](=O)[O-])c2C1=O)Nc1ccccc1F	2.0	1.5	6.8	0.1	1.1	-0.6	3.5	-1.7	2.9
O=C(CCNS(=O)(=O)c1cccc2nsnc12)NCc1ccccc1	8.7	-0.6	6.5	-0.9	-0.3	1.3	0.8	0.0	5.4
CC(COc1cccc2ccccc12)CN1CCN(C)CC1 (stereo unspecified)	-1.9	-2.7	3.7	3.8	-1.1	5.0	-1.0	4.9	7.2

Some of the entries so far, with two lines to a compound.
Below each SMILES – GLD-1 RNA inh, Fam108B inh, MCL1 BIM primary, PME-1 primary, MEX-5 binding, PAFAH1B2 inh, pPAFAH inh, AHR act, Bcl-xL primary
> CC1(C)O[C@@H]2[C@H](O1)[C@@H](CO)O[C@H]2n1cnc2c(=O)[nH]cnc21
    3.6, /, -5.6, 1.5, /, 2.6, -0.8, 1.5, -6.4
> COc1cc(NS(=O)(=O)c2cc3c(cc2C)NC(=O)CO3)cc(OC)c1
    3.3, -2.5, -0.2, 2.6, 1.7, 3.3, 5.5, 12.2, 2.5
> Cc1ccc([N+](=O)[O-])cc1NC(=S)NC(=O)c1cccnc1
    -2.6, -2.1, 4.3, 1.2, 1.4, 5.2, 6.8, 10.9, 6.1
> CCOc1ccc(CC(=O)N/N=C/c2cccnc2)cc1OCC
    -8.6, -0.7, 1.6, 5.0, -2.6, -5.1, 4.3, 3.2, 3.8
